NR2E3 ag-1 = activates human NR2E3 receptor; CHO-S Gal4-NCOR/VP16-NR2E3 two-hybrid, luciferase; inhibition of corepressor binding, % at 3.98 µM; 360,000 tested, 0.35% active; AID 602229;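 active = inhibition above the mean of all tested compounds plus 3 SD, cut at about 70% in these data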;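 note: 0% = DMSO with NR2E3 transfected cells and 100% = cells lacking NR2E3 construct; higher means lower luciferase signal from less NR2E3 corepressor binding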
Target sequence (Q9Y5X4 whole entry, looked up, the tested form may be a part): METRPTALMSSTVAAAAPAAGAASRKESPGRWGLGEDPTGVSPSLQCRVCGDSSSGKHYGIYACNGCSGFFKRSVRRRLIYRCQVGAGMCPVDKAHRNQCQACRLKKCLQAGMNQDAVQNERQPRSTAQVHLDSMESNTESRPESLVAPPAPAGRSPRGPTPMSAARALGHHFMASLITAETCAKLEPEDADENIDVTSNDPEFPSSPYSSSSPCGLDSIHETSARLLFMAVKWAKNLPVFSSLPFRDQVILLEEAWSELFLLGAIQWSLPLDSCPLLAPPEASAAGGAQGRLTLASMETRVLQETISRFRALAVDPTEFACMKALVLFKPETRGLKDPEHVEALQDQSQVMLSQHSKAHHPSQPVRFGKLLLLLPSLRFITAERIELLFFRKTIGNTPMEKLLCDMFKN
KKLEB tox = CF airway cell cytotoxicity counter-screen. AID 602141. activity change (cytotoxicity), % at 5 µM. KKLEB CF airway cells viability, ATPlite luminescence, overnight; hits give low values; cells stimulated with P. aeruginosa culture filtrate. 360,000 tested, 0.36% active;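 active = corrected activity change at or below -50% at 5 µM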
CF NFkB block = cystic fibrosis NF-kB activation inhibition. KKLEB NF-kB-GFP reporter, PAF-induced, GFP fluorescence overnight. inhibition, % at 5 µM. 360,000 tested, 0.86% active;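 active = at least 50% inhibition at 5 µM, scaled per plate between neutral and stimulator controls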;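 note: PAF is a Pseudomonas aeruginosa culture filtrate used as stimulus; plate controls were PAF-stimulated DMSO wells for no effect and unstimulated DMSO wells for full effect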
LMP1 NFkB inh = inhibitors of Epstein-Barr LMP1-induced NF-kappaB reporter; LMP1-induced NF-kappaB luciferase reporter cells, luminescence; inhibition, % at 12.5 µM; 350,000 tested, 0.69% active; in the data active = inhibition above about 41%;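 note: 0% = neutral control wells and 100% = reference inhibitor control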
NR2E3 ag-2 = agonists of human nuclear receptor NR2E3; GST-NR2E3/biotin-RetCOR TR-FRET, 1536-well; inhibition of corepressor binding, % at 4.78 µM; 320,000 tested, 0.12% active; AID 2300;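 active = percent inhibition above the cutoff of mean plus 3 SD of all tested compounds, set per screening campaign, cut at about 20% in these data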;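 note: 0% = DMSO wells and 100% = biotin wells as full block of FRET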
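Material – GST-tagged NR2E3 plus biotinylated RetCOR corepressor · Quantity – NR2E3 fusion 1.35 nM · Times – 5 h incubation at 4 °C · Medium – pH 7.5 Tris-based buffer · Technique – TR-FRET, Eu(K)-anti-GST donor, streptavidin-D2 acceptor, ex 340, em 617/671 nm · Benchmarks – high control biotin, low control 0.6% DMSO · Format – 1536-well plates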
hiPSC survival = hiPSC single-cell survival enhancement. ATPlite luminescence; 100% = ROCK inhibitor wells, 0% = DMSO. survival enhancement, % at 20 µM. 360,000 tested, 0.044% active; in the data active = survival enhancement above about 18%;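 note: cells exposed to compounds for 16 hours before the ATP read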
Peg3 prom inh = Peg3 promoter activity inhibition. inhibition, % at 20 µM. 360,000 tested, 1.7% active. HeLa PEG-Prom luciferase reporter, luminescence, overnight. AID 588405;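 active = inhibition of at least 50% at 20 µM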
MITF TRPM1 inh = reduces MITF-dependent TRPM1 promoter luciferase signal; inhibition, % at 12.5 µM; 330,000 tested, 0.83% active; AID 488899; SK-MEL-5 TRPM1 promoter luciferase, 24 h;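 active = mean inhibition across replicates of 60% or more, whatever share of single replicates reaches that level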; note: values of inactives mirror those of a sister screen read the other way
HIF-2a block = inhibitors of HIF-2a; 786-0 RCC cells HIF-2a reporter, luciferase luminescence, overnight; inhibition, % at 18.8 µM; 360,000 tested, 0.72% active; AID 624352;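 active = inhibition of the luminescence signal of 40% or more relative to plate controls, in a single-dose primary screen at 18.75 µM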
Shn3 inh set2 = inhibitors of Schnurri-3 3'UTR reporter in osteoblasts; Clone20 osteoblast Shn3 3'UTR firefly luciferase, 24 h; inhibition, % at 12.5 µM; 360,000 tested, 0.52% active;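 active = mean inhibition of at least 75% with every replicate also reaching 75%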;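 note: 0% = median of neutral control wells and 100% = pilot-screen positive control compound; some compounds past the cut are filed as inactive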
C8 TRAIL sens = caspase-8 TRAIL sensitization; inhibition (viability loss, TRAIL sensitization), % at 10 µM; 360,000 tested, 1% active; NB7+C8 cells + TRAIL, ATPlite viability luminescence;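 active = compounds causing at least 50% loss of cell viability in the single-dose screen, relative to plate controls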
* hit, by the source's call; · = no result given. A portion of the library; the hit share may differ from the screen's.

Preview (2 entries):
Short keys: A = NR2E3 ag-1; B = KKLEB tox; C = CF NFkB block; D = LMP1 NFkB inh; E = NR2E3 ag-2; F = hiPSC survival; G = Peg3 prom inh; H = MITF TRPM1 inh; I = HIF-2a block; J = Shn3 inh set2; K = C8 TRAIL sens
Cc1cc(C(=O)NNC(C)Cc2ccccc2)no1 (stereo not given)
  A: -21	B: 12	C: 6	D: -4	E: ·	F: 2.5	G: 0	H: ·	I: 6	J: -29	K: -10

CC(=O)c1ccc(-c2cnc3c(NC=O)cc(-c4ccc(N5CCN(C)CC5)cc4)cn23)cc1
  A: -6	B: -18	C: -8	D: ·	E: ·	F: -3.9	G: -101	H: ·	I: -73	J: -37	K: -2

The list itself (from the top)
Short keys: A = NR2E3 ag-1; B = KKLEB tox; C = CF NFkB block; D = LMP1 NFkB inh; E = NR2E3 ag-2; F = hiPSC survival; G = Peg3 prom inh; H = MITF TRPM1 inh; I = HIF-2a block; J = Shn3 inh set2; K = C8 TRAIL sens
Cc1cc(C(=O)NNC(C)Cc2ccccc2)no1 (stereo not given)
  A: -21	B: 12	C: 6	D: -4	E: ·	F: 2.5	G: 0	H: ·	I: 6	J: -29	K: -10

CC(=O)c1ccc(-c2cnc3c(NC=O)cc(-c4ccc(N5CCN(C)CC5)cc4)cn23)cc1
  A: -6	B: -18	C: -8	D: ·	E: ·	F: -3.9	G: -101	H: ·	I: -73	J: -37	K: -2

CCc1ccc(C(O)c2ncc(-c3cccc(OC)c3)[nH]2)cc1 (stereo not given)
  A: -41	B: -2	C: 12	D: ·	E: ·	F: -0.7	G: -12	H: ·	I: -37	J: 23	K: 2

COCCN(C)Cc1cn(-c2ccc(F)cc2F)nc1-c1ccccc1C
  A: 15	B: -2	C: 15	D: -1	E: -2	F: -4.7	G: 9	H: 1	I: 6	J: 7	K: -3

COc1ccccc1CNc1cncnc1
  A: -26	B: 2	C: -3	D: -7	E: 3	F: -0.4	G: 14	H: 0	I: 19	J: -4	K: 0

COc1ccc(C#Cc2cccc(-c3nc(C(=O)NCc4ccc(Oc5ccccc5)cc4)cc4c3[C@@H](CCO)N(S(=O)C(C)(C)C)C4)c2)cc1OC (stereo not given in full)
  A: -2	B: -12	C: -6	D: ·	E: ·	F: 0.3	G: -18	H: ·	I: 14	J: -25	K: 6

CNC[C@@H]1Oc2ccc(NC(=O)Nc3ccccc3)cc2C(=O)N([C@@H](C)CO)C[C@H]1C
  A: -11	B: -3	C: 0	D: -3	E: ·	F: -5.5	G: 8	H: 8	I: 5	J: -8	K: -4

Cc1nn(-c2ccc(F)cc2)c2sc(C(=O)OC3CCOC3=O)cc12 (stereo not given)
  A: 0	B: -10	C: 1	D: 12	E: 3	F: 4.8	G: 18	H: 11	I: 27	J: -17	K: -9

CC[C@H](NC(=O)CC[C@H]1O[C@@H](n2cnc3c(NC(=O)c4ccccc4)ncnc32)[C@H](O)[C@@H]1O)c1ccccc1
  A: -16	B: 7	C: -9	D: ·	E: ·	F: 1.5	G: 1	H: ·	I: 15	J: -8	K: -3

CCOc1ccc(OCCCCN(C)C)cc1
  A: -18	B: 4	C: -5	D: -5	E: 0	F: 0.8	G: -1	H: 6	I: -12	J: 2	K: -11

5 compounds out of the list above, ordered by their value in Shn3 inh set2, highest first.
compound | NR2E3 ag-1 | CF NFkB block | LMP1 NFkB inh | NR2E3 ag-2 | Peg3 prom inh | MITF TRPM1 inh | HIF-2a block | Shn3 inh set2
COCCN(C)Cc1cn(-c2ccc(F)cc2F)nc1-c1ccccc1C | 15 | 15 | -1 | -2 | 9 | 1 | 6 | 7
CCOc1ccc(OCCCCN(C)C)cc1 | -18 | -5 | -5 | 0 | -1 | 6 | -12 | 2
COc1ccccc1CNc1cncnc1 | -26 | -3 | -7 | 3 | 14 | 0 | 19 | -4
CC[C@H](NC(=O)CC[C@H]1O[C@@H](n2cnc3c(NC(=O)c4ccccc4)ncnc32)[C@H](O)[C@@H]1O)c1ccccc1 | -16 | -9 | · | · | 1 | · | 15 | -8
Cc1nn(-c2ccc(F)cc2)c2sc(C(=O)OC3CCOC3=O)cc12 (stereo not given) | 0 | 1 | 12 | 3 | 18 | 11 | 27 | -17

(continued)
Short keys: A = NR2E3 ag-1; B = KKLEB tox; C = CF NFkB block; D = LMP1 NFkB inh; E = NR2E3 ag-2; F = hiPSC survival; G = Peg3 prom inh; H = MITF TRPM1 inh; I = HIF-2a block; J = Shn3 inh set2; K = C8 TRAIL sens
CC1(C)CNC(=O)c2sc(NC(=O)c3ccccc3Cl)nc2C1
  A: -7	B: -1	C: -2	D: -12	E: -2	F: -0.2	G: 23	H: 2	I: -18	J: -8	K: -14

CCOc1ccc(NS(=O)(=O)c2cc(NC(=O)c3ccc(C)cc3)ccc2Cl)cc1
  A: -59	B: -26	C: 35	D: 0	E: -2	F: 0.8	G: 25	H: 8	I: -76	J: 8	K: 22

COc1ccc(NC(=O)Cn2cnc3sc(C)c(S(=O)(=O)N4CCOCC4)c3c2=O)cc1Cl
  A: -12	B: 2	C: 6	D: -3	E: -5	F: 1.0	G: -7	H: -1	I: 13	J: -6	K: -4

O=C(C1CC(c2cccc(Br)c2)=NO1)N1CCc2ccccc2C1 (stereo not given)
  A: -6	B: 0	C: 1	D: 1	E: 1	F: 0.1	G: -23	H: -10	I: -53	J: -1	K: -8

C=CCOc1ccccc1CNCCc1ccc(S(N)(=O)=O)cc1
  A: 8	B: 12	C: -10	D: -1	E: 4	F: -2.4	G: 3	H: 9	I: 8	J: -21	K: 4

Cn1cc(CNC(=O)C2CCC(=O)N(Cc3ccc(Cl)cc3)C2)cn1 (stereo not given)
  A: -26	B: -3	C: 25	D: -1	E: 1	F: -0.5	G: -18	H: -2	I: -1	J: 4	K: -2

O=C(CN1C(=O)/C(=C2\SC(=S)N(CCS(=O)(=O)O)C2=O)c2ccccc21)Nc1cccc(Br)c1
  A: -12	B: -6	C: 0	D: 2	E: 3	F: 0.1	G: -2	H: 7	I: 10	J: -15	K: 8

CC(C)(C)OC(=O)C[C@H]1C/C=C\C[C@@H](CC(=O)NCCO)C(=O)NC[C@H](c2ccccc2)OC1=O
  A: -31	B: -1	C: -2	D: -3	E: ·	F: 5.1	G: -6	H: 2	I: 5	J: -19	K: 3

CC1=CC2=NC(=O)CC(C)(C(=O)N(CC(=O)NC3CCCC3)c3ccccc3F)N2C=C1 (stereo not given)
  A: -18	B: 6	C: 5	D: 2	E: 2	F: -0.8	G: 3	H: -4	I: 17	J: 0	K: -3

O=C(NCc1ccco1)C(c1ccccc1F)N(CC1CCCO1)C(=O)Cn1nnc2ccccc21 (stereo not given)
  A: 8	B: -4	C: 5	D: -4	E: 1	F: -0.5	G: 9	H: 6	I: 16	J: -3	K: -3

Source: PubChem BioAssay (several laboratories)
